HTRA1 inh = inhibitors of human serine peptidase HTRA1. 340,000 compounds, 0.5% hits. AID 504803. Q92743. inhibition, % at 5.96 µM. recombinant HTRA1, FP-rhodamine activity-based probe, fluorescence polarization; in the data active = inhibition above about 36%;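 note: 0% = enzyme with DMSO and 100% = wells lacking enzyme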
NR1D1 modulator = modulators of human Rev-erb alpha DNA binding; Rev-erbα–FITC-DNA binding, fluorescence polarization, 90 min; AID 1259318; P20393; activity, % at 10 µM; 370,000 compounds, 0.79% hits;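 active = activity above about 14%, limit read from the data; passing the limit was not always enough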;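 note: 0% = DMSO wells with 35 nM protein and 100% = DMSO wells with 750 nM protein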
Target sequence (P20393 whole entry, looked up): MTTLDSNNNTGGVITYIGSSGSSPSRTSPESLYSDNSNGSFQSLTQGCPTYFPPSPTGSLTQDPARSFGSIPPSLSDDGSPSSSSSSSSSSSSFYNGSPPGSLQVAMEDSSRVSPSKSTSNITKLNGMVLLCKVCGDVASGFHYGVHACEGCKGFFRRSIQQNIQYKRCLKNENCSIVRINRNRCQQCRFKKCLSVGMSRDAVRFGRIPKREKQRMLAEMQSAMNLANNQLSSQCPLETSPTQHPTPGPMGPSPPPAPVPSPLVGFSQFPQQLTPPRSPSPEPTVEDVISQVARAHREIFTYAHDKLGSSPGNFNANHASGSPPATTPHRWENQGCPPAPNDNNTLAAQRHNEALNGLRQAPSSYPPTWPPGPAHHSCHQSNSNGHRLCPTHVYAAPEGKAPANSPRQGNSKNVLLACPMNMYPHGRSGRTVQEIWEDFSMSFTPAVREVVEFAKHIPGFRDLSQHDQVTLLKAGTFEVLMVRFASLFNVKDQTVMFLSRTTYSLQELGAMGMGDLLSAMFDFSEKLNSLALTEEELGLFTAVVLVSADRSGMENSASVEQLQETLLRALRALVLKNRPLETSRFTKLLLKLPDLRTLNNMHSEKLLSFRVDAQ
PG9 Ab binder = small molecules binding HIV-1 gp120 antibody PG9. TR-FRET gp120-PG9 antibody binding. inhibition, % at 6.7 µM. 360,000 compounds, 0.43% hits. AID 624416; in the data active = inhibition above about 8.5%
ASAP1 inh = inhibitors of human ASAP1 ArfGAP activity. Q9ULH1. ASAP1-stimulated ARF1 GTP hydrolysis, GDP FP detection. inhibition, % at 16.5 µM. 360,000 compounds, 0.19% hits; in the data active = inhibition above about 25%;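 note: 0% = vehicle with enzyme and substrate and 100% = no enzyme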
NPR1 activator = GC-A (human) enzyme activation; P16066; HEK293 GC-A cells, cGMP TR-FRET, EC30 ANP; 0% at EC30 ANP, 100% saturating ANP; activation, % at 10 µM; 370,000 compounds, 0.14% hits; in the data active = activation above about 40%
ARFGAP1 inh = inhibitors of rat ARFGAP1 | Q62848 | Arfgap1-stimulated ARF1 GTP hydrolysis, GDP FP detection | inhibition, % at 16.5 µM | 360,000 compounds, 0.26% hits | AID 651572;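 active = inhibition above a per-plate limit, mean inhibition of low control wells plus 3 SD, cut at about 25% in these data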;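 note: 0% = DMSO wells with enzyme and 100% = wells lacking Arfgap1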
Target sequence (Q62848 1-136 limits assumed): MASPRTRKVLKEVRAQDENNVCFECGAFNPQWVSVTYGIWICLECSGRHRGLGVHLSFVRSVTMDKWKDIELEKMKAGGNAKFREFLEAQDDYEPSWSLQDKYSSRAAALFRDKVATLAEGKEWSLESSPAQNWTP
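Material – truncated rat Arfgap1 GAP domain · Buffer or medium – HEPES-based buffer, pH 7.5 · Reagent – human ARF1(Δ1-17)-GTP substrate · Dosing – 16.5 µM single point, 1.26% DMSO · Schedule – GTP hydrolysis reaction 2 h at 25 °C · Technique – GDP detection by fluorescence polarization · Benchmarks – No-Arfgap1 wells (100%) versus DMSO full-reaction wells (0%) · Repeats – single replicate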
NPR2 activator = GC-B (human) receptor activation; HEK293-GC-B cells, CNP EC30, cGMP TR-FRET; 0% at EC30 CNP, 100% saturating CNP; activation, % at 10 µM; 370,000 compounds, 0.11% hits; AID 1920062;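 active = activation at 10 µM reaching about 35% in either raw or pattern-adjusted values, limit read from the data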
mABHD4 FP = inhibitors of mouse ABHD4; purified mABHD4, FP-Rh probe fluorescence polarization; 370,000 compounds, 0.54% hits; Q8VD66; inhibition, % at 8.92 µM;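 active = inhibition exceeding the mean over every tested compound plus 3 SD, cut at about 30% in these data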;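 note: 0% = plate median of compound wells and 100% = S159A mutant with DMSO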
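Test system: mouse ABHD4 enzyme, wild type. Reagent: FP-Rh fluorescent activity-based probe, added after compound pre-incubation. Timing: pre-incubation 45 min, probe exposure 60 min, at 25 °C. Technique: FP readout, ex 525 nm / em 598 nm. Benchmarks: high control S159A mutant with DMSO, low control median of compound wells.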
rCAG binder = r(CAG) repeat RNA binding; 370,000 compounds, 1.3% hits; TO-PRO-1 dye displacement fluorescence; inhibition, % at 3 µM;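 active = inhibition above the plate cutoff, the mean of all test compounds on that plate plus 3 SD, cut at about 35% in these data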;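 note: 0% = DMSO alone and 100% = 100 µM mitoxantrone as full dye displacement; higher means more dye released from RNA so lower well fluorescence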
SMARCA2 activ = increases SMARCA2 function in MMTV reporter cells; 370,000 compounds, 1% hits; activation, % at 9.1 µM; AID 652017; MG213 cells, MMTV-luciferase reporter, dexamethasone, overnight; in the data active = activation above about 7.8%;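 note: 0% = vehicle wells and 100% = reference activator wells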
Numbers without * were called inactive; / = not tested or not shown.

SMILES	HTRA1 inh	NR1D1 modulator	PG9 Ab binder	ASAP1 inh	NPR1 activator	ARFGAP1 inh	NPR2 activator	mABHD4 FP	rCAG binder	SMARCA2 activ
Cc1ccc(S(=O)(=O)N2CCOCC2)cc1C(=O)NC1CCSc2ccccc21 (stereo unspecified)	-2	2	-2.8	-3	-1	6	9	-6	1	0
CC(CC(=O)O)CC(=O)NNC(=O)c1cccc(Br)c1 (stereo unspecified)	6	-3	-1.5	10	2	8	1	-14	-3	-2
Cc1ccc(OCCSc2nnc(C)c(=O)n2N)cc1	4	2	-0.1	-8	2	-8	4	0	-3	-1
OCC1OC(n2cnc3ncccc32)C(O)C1O (stereo unspecified)	/	-5	0.6	8	-5	4	-1	0	-1	-4
CCOC(=O)c1c(C)nc2c(c1-c1ccccc1)C(=O)CCC2	2	5	-3.6	-10	-1	-10	-1	8	-5	1
Cc1cccc(OC(C)C(=O)OCC(=O)N2CCN(c3ccccc3)CC2)c1 (stereo unspecified)	-2	0	0.6	3	-2	1	-4	-1	1	-3
CN(CC(=O)Nc1cccnc1)S(=O)(=O)c1ccc(Br)cc1	-4	-3	-2.3	9	0	-3	8	-9	2	-2
COc1ccc(CCC(=O)NNC(=O)Nc2ccc(C(C)=O)cc2)cc1	-2	-1	-3.5	5	2	-6	2	-4	2	5
CCN(CC)S(=O)(=O)c1ccc(S(=O)(=O)Nc2ccc3c(c2)oc2ccccc23)cc1	-81	3	1.7	17	2	1	-5	-94	56*	-2
CN(CC(=O)Nc1ccccc1C(=O)NC1CC1)Cc1ccc(Cl)cc1	-5	-1	-0.5	-1	-10	5	-5	3	-2	7.9*
CC(/C=C/c1ccco1)=N\NC(=O)COc1ccc(C)c(C)c1	-5	-4	-0.2	4	2	-2	2	-1	4	3
COc1ccc(Cl)cc1NC(=O)NCCN1CCCCC1	-1	-4	-0.2	5	-2	7	1	-15	-1	-3
O=C(CCl)NCc1cc(-c2ccc(Cl)cc2)no1	2	2	-2.2	9	14	7	0	0	-1	4
O=C(C=Cc1cccs1)c1ccc(Cl)s1	-15	1	1.6	-6	36	9	-3	1	5	2
COCc1cc(=O)[nH]c2cc(NC(=O)C(F)(F)F)c(C)cc12	5	-5	-1.2	13	-2	-3	0	-10	4	-1
CC(=O)Nc1ccc(S(=O)(=O)Nc2cc3c(cc2C(C)=O)OCO3)cc1	8	2	-0.8	-8	4	-10	1	2	2	0
Cc1sc2ncnc(N3CCC(C(=O)NNC(=O)COc4ccccc4F)CC3)c2c1C	-4	-1	0.3	-15	-15	-18	-6	-1	1	-2
O=C(CN1CCOc2ccccc21)NC1CC1	2	-2	-2.0	-11	2	1	-5	8	3	1
COc1cccc(-c2nnc(SCC(=O)N3CCOCC3)o2)c1	0	-3	-0.7	2	2	1	5	-1	-5	2
COCCSc1ccccc1C(=O)Nc1cccnc1	6	-3	1.9	14	3	11	2	1	-1	-1
O=C(CNC(=O)c1ccc(OC(F)F)cc1)NCC1(N2CCOCC2)CCCCC1	-4	0	1.4	-12	-1	-2	-2	16	-1	0
Clc1ccccc1-c1ccc(/C=N/Nc2nncc(-c3ccccc3)n2)o1	1	-9	1.9	12	-4	1	0	3	9	-3
COc1ccc(C(O)c2ncc(-c3ccccc3OC)[nH]2)cc1F (stereo unspecified)	/	1	1.6	13	3	-5	-4	-5	1	-2
Cc1cccc2c(CC(=O)O)noc12	2	11	1.1	-9	-4	0	-2	-16	9	-4
CCN(CC)C(=O)C1CCN(S(=O)(=O)c2ccc(C3CNC(=O)C3)cc2)CC1 (stereo unspecified)	2	2	-0.3	14	0	-5	-5	-13	0	-1
O=C(CCCCCn1c(=S)[nH]c2ccc(N3CCOCC3)cc2c1=O)NCc1ccc(Cl)cc1	8	18*	21*	-7	5	-2	-1	8	4	0
Cc1ccc(S(=O)(=O)N(C)C)cc1NC(=O)COC(=O)CC1CCCC1	5	4	-0.8	-3	-2	1	3	0	4	-3
CCOC(=O)c1sc(N)c(C(N)=O)c1C	/	3	0.4	-7	6	2	4	3	-3	-1
Nc1cccc(C(=O)OCC(=O)NC2CCCc3ccccc32)c1 (stereo unspecified)	1	4	-1.8	7	3	-2	3	-4	0	1
CC(Oc1ccc(Cl)cc1Cl)C(=O)NC1CCSC1=O (stereo unspecified)	-3	-3	0.5	11	0	-1	3	-1	-2	8.3*
COc1cccc(OCCn2cc(/C=N/NC(=O)c3ccncc3)c3ccccc32)c1	1	-1	-1.5	8	-4	7	10	0	7	-2
CC1(C)CC2CC(C)(CN2C(=O)COC(=O)c2ccc(Cl)c(N)c2)C1 (stereo unspecified)	-4	0	0.5	2	3	0	8	-2	-5	-3
Cc1cc(=O)oc2cc(OCC(=O)NC3CCN(Cc4ccccc4)CC3)ccc12	-1	-3	-0.9	6	0	-8	-2	-2	-5	0
Cc1ccc(-c2nnc(Nc3ccc4c(c3)nc(C)n4C)c3ccccc23)cc1	3	-2	1.0	9	5	0	6	6	-1	-2
CCN(CC)Cc1cc(C(C)=O)ccc1OCC(C)C	4	8	1.3	-4	-2	7	-2	9	-1	-4
O=CN1c2ccccc2CSc2ccccc21	/	7	1.4	8	-3	4	2	2	-5	-6
CCN1N=C(c2ccccc2)Cn2c1nc1ccccc12	-3	7	1.0	-4	11	8	7	-3	1	1
CCc1ccc(NC(=O)C2CCN(S(C)(=O)=O)CC2)cc1	-2	0	-0.1	4	1	-2	1	0	-1	-3
CNC(=O)c1ccc(=O)n(Cc2cccc(C(F)(F)F)c2)c1	1	-7	-1.9	-9	-2	-14	1	2	-2	-5
CCOc1ccc(-n2c(COc3ccc(C)cc3)nnc2SCC(=O)Nc2ccc(F)c(F)c2)cc1	/	-4	/	/	-2	/	-1	-5	7	-1
O=C(COc1ccc(-c2ccccc2)cc1)N1CCCC1	0	6	-1.4	2	4	4	-7	0	-3	5
CCOc1c(OC)cccc1C1CC(=O)Nc2cc(OC)c(OC)cc21 (stereo unspecified)	0	1	0.3	-9	-3	-4	-7	2	0	1
Cn1c(=O)cc(C(=O)N/N=C/c2ccc(F)cc2)[nH]c1=O	1	1	-3.6	4	-5	6	-2	-8	4	-4
N#C/C(=C\c1cccc(OCC(=O)O)c1)c1nc2ccccc2[nH]1	5	-6	-2.5	-4	-6	-8	-2	12	7	3
O=C(CN1CCCCC1)Nc1c2c(nc3ccccc13)N(c1ccccc1)CC2	0	109*	48*	-2	6	0	1	19	-1	11*
CC(C)C(=O)Nc1ncc(Cc2ccc(Cl)cc2)s1	-20	1	0.0	10	-2	15	12	-3	-7	0
CC1(C(=O)NCc2ccccn2)CCN1C(=O)Cc1ccc(Cl)cc1Cl (stereo unspecified)	/	2	-1.7	6	1	4	-8	1	-1	-1
C[C@@H]1CNC(=O)c2c(C(=O)N[C@@H](Cc3c[nH]c4ccccc34)C(=O)OC(C)(C)C)ncn21	8	4	0.0	11	-4	-6	0	-1	1	1
COc1ccc(CNC(=O)Nc2cc(C)cc(C)c2)cc1	-14	-2	-2.5	4	2	1	1	0	-2	1
Nc1nc(SCC(=O)O)[nH]c(=O)c1NC(=O)c1ccco1	1	-1	-1.4	-1	4	2	3	4	0	-2
Cc1ccc2c(c1)-c1c(ssc1=S)C(C)(C)N2C(=O)CSc1nncn1C	3	9	-0.9	-5	-4	0	-2	14	-3	-2
O=C(CNC(=O)c1ccc(S(=O)(=O)N2CCCCC2)cc1)N/N=C/c1ccco1	-1	3	0.9	1	0	-1	-3	-1	2	-5
